Screening results from PubChem BioAssay.
IDE cell inh: cellular human IDE inhibition; HEK cells, FAbetaB cleavage, fluorescence polarization; inhibition, % at 5.59 µM; 320,000 compounds, 0.41% hits; AID 434962;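 active means percent inhibition above the average of all tested compounds plus 3 SD, set per screening campaign, cut at about 16% in these data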;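 further: IDE supplied by intact live HEK cells; FP after avidin binding of uncleaved biotin substrate so inhibition keeps polarization high; 0% = DMSO wells and 100% = 60 µM reference IDE inhibitor Ii1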
IDE act: boosts human insulin-degrading enzyme activity in HEK cells. FAbeta-B cleavage, fluorescence polarization; 0% vehicle, 100% cell-free pure enzyme wells. activation, % at 5.96 µM. 340,000 compounds, 0.073% hits. AID 493087;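 active means activation above the mean of all tested compounds plus 3 SD, set per screening campaign, cut at about 17% in these data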
NALP1 yeast inh: inhibitors of NALP1 inflammasome in yeast; S. cerevisiae NALP1/ASC/caspase-1 growth, X-gal OD620, 72 h; inhibition, % at 10 µM; 280,000 compounds, 0.61% hits; in the data active means inhibition mostly above about 24%, no sharp cut-off; inactive means mostly below about 32%; further: some compounds called inactive have numbers as strong as hits
MEKK2wt PB1 HTS: raises or lowers MEK5 binding to wildtype human MEKK2 PB1 domain; Q9Y2U5; bead flow cytometry, Alexa488-MEK5 binding to MEKK2 WT; actives lie on both sides; binding response (% of control), % at 10 µM; 290,000 compounds, 1.1% hits; AID 1531; in the data active means binding response below about 67% or above about 130%
pCIP destab: lowers stability of the mouse p/CIP coactivator protein. F442A p/CIP-EGFP cells, EGFP fluorescence, 16 h. 290,000 compounds, 0.01% hits. decrease of EGFP signal, % at 10 µM. AID 1984;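 active means EGFP signal decrease of at least 30% at 10 µM or well 3 SD below plate mean, unless failing retest; inactive means the rest, including hits failing retest or dose response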; further: some compounds called inactive have numbers as strong as hits; many of its hits are not listed in these tables
PfM18AAP inh: PfM18AAP enzyme inhibition. recombinant PfM18AAP, H-Glu-NHMec fluorogenic cleavage. inhibition, % at 7.35 µM. 290,000 compounds, 1.2% hits. AID 1822;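 active means inhibition above the campaign mean inhibition over all tested compounds plus 3 SD, cut at about 28% in these data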;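 further: 0% = plate median of test compound wells and 100% = 2 mM ZnCl2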
MEKK3 PB1 HTS: modulators (inhibitors or enhancers) of MEK5 binding to human MEKK3 PB1 domain; Q99759; AID 1529; binding response (% of control), % at 10 µM; bead-based flow cytometry, Alexa488-MEK5 binding to MEKK3; actives lie on both sides; 0 = blocked by unlabeled MEK5, 100 = vehicle; 290,000 compounds, 1.4% hits;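 active means binding response more than 3 SD above or below the average of its plate-row segment, actives on both sides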;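 further: Alexa488 bead fluorescence after subtracting the streptavidin-only scavenger bead signal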
Target sequence (Q99759 whole entry, looked up, the tested form may be a part): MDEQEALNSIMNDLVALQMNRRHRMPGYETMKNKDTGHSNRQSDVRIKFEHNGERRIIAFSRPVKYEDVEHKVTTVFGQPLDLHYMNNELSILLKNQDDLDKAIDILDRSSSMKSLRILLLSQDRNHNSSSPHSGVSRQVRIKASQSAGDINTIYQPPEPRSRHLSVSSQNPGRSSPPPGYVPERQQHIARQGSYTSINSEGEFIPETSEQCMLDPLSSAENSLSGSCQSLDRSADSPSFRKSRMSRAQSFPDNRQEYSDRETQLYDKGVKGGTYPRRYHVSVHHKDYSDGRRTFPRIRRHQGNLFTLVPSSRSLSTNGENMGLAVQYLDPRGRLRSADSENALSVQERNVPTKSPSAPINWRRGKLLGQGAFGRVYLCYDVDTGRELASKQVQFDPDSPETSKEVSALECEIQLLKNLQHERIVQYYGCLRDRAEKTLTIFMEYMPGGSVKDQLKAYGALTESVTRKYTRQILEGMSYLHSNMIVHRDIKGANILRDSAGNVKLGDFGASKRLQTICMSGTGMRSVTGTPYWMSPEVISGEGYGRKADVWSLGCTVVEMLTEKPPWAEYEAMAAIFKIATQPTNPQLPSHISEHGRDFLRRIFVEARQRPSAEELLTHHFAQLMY
MEKK2mut PB1 HTS: signal of MEK5 binding to mutant human MEKK2 PB1 domain. bead flow cytometry, Alexa488-MEK5 binding to MEKK2 mutant. percent response, % at 10 µM. 290,000 compounds, 0.35% hits. AID 1530; in the data active means percent response above about 24%, passing the limit was not always enough; further: inactives centre near 1; some results filed as inactive read as strong as hits; reference of the scale not given here
UBC9 SUMO inh: inhibitors of human SUMOylation (UBC9). AID 2006. 290,000 compounds, 0.36% hits. inhibition, % at 35 µM. P63279. HTRF SUMOylation assay, SAE1/SAE2 + UBC9, in vitro; in the data active means inhibition above about 50%, passing the limit was not always enough; further: strong numbers were not always called active
Target sequence (P63279 whole entry, looked up): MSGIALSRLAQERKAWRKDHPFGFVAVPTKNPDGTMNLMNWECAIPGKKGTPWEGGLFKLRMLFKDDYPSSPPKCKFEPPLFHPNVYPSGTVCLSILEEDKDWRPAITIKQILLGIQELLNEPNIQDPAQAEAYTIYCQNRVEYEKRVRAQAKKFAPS
Starred values were filed as active, the others as inactive; / = not tested or not shown. This is a subset; the hit share may differ from the screen's.

IDE cell inh | IDE act | NALP1 yeast inh | MEKK2wt PB1 HTS | pCIP destab | PfM18AAP inh | MEKK3 PB1 HTS | MEKK2mut PB1 HTS | UBC9 SUMO inh | Compound
-2 | 3 | 2 | 104 | -17 | 3 | 105 | 4 | 13 | Nc1nonc1C(=O)NCCNC(=O)c1ccc(Cl)cc1
-2 | -1 | 7 | 107 | -8 | 11 | 103 | 5 | -1 | N#Cc1c(NC(=O)c2ccco2)sc2c1CCC2
-4 | -4 | -67 | 96 | 5 | 0 | 95 | -11 | 13 | Clc1cc(Cl)c2nc(N3CCOCC3)sc2c1
0 | -3 | 23 | 93 | 5 | 19 | 83 | -2 | -16 | COc1cccc(OC)c1OCCCOc1ccc([N+](=O)[O-])cc1Cl
4 | 4 | 16 | 98 | -38 | 9 | 99 | 0 | 6 | O=C(CSc1nnc(Cc2cccs2)n1C1CCCCC1)N1CCCc2ccccc21
-4 | 4 | / | 102 | / | / | 99 | 2 | / | CCC/C=C1/CCCOC(C(=O)NCc2cc(C)n(C)n2)(C(F)(F)F)C1 (stereo not drawn)
8 | 4 | 39 | 96 | 1 | -4 | 96 | 0 | 10 | Cc1cc(C2(c3ccc(O)c(C)c3)OC(=O)c3ccccc32)ccc1O
-2 | 3 | 15 | 97 | 1 | 0 | 96 | 11 | 0 | CCOC(=O)c1nnc(-c2ccc(C)cc2)nc1Oc1ccccc1Cl
1 | / | 7 | / | -11 | -2 | / | / | -2 | CCNc1nc(NCC)nc(ON=C(C)C)n1
4 | 4 | 16 | 104 | -4 | -1 | 101 | 0 | 0 | COCC(=O)Nc1cc(C(=O)OC)cc(C(=O)OC)c1
6 | 5 | 14 | 97 | -1 | -1 | 99 | -3 | 12 | c1ccc(SCc2nc(-c3ccccn3)no2)cc1
9 | -2 | 2 | 102 | -2 | 16 | 104 | 7 | -28 | CSc1nsc(SCC(=O)Nc2ccc(Br)cn2)n1
4 | 2 | 17 | 98 | 14 | -6 | 102 | 0 | 0 | CCOC(=O)/C(C#N)=C/c1ccc(SC)cc1
-4 | -5 | 16 | 107 | -5 | -16 | 105 | 8 | 28 | O=C(CCNC(=O)C1CCN(S(=O)(=O)c2ccc(F)cc2)CC1)NC1CC1
-2 | 0 | 26 | 96 | 3 | -8 | 102 | -1 | 2 | CC(C)(C)C(=O)N1CCN(C(=O)c2ccco2)CC1
0 | 3 | 24 | 101 | -1 | 3 | 101 | 5 | 6 | COc1ccc(S(=O)(=O)NC(CC(=O)N2CCc3ccccc32)c2ccco2)cc1 (stereo not drawn)
-1 | 8 | 18 | 100 | -6 | 14 | 102 | 4 | 17 | CC(C)Cc1nc2oc3c(Cl)ncnc3c2c2c1CCC2
-3 | 8 | 7 | 98 | -6 | 1 | 99 | 1 | 13 | C=CCCCCCCCCC(=O)NNC1CC(=O)N(c2ccccc2)C1=O (stereo not drawn)
-3 | 7 | 12 | 108 | -4 | -2 | 99 | 1 | -1 | Cc1ccc(C)c(-n2cc(CNCCCn3cccn3)c(-c3ccccc3)n2)c1
5 | 0 | -4 | 114 | -12 | -4 | 111 | 8 | -9 | O=C(O)c1ccc(CSc2nc3ccccc3c(=O)n2-c2ccccc2)cc1

The closing 5 entries of the section above are carried over, then new ones follow:
IDE cell inh | IDE act | NALP1 yeast inh | MEKK2wt PB1 HTS | pCIP destab | PfM18AAP inh | MEKK3 PB1 HTS | MEKK2mut PB1 HTS | UBC9 SUMO inh | Compound
0 | 3 | 24 | 101 | -1 | 3 | 101 | 5 | 6 | COc1ccc(S(=O)(=O)NC(CC(=O)N2CCc3ccccc32)c2ccco2)cc1 (stereo not drawn)
-1 | 8 | 18 | 100 | -6 | 14 | 102 | 4 | 17 | CC(C)Cc1nc2oc3c(Cl)ncnc3c2c2c1CCC2
-3 | 8 | 7 | 98 | -6 | 1 | 99 | 1 | 13 | C=CCCCCCCCCC(=O)NNC1CC(=O)N(c2ccccc2)C1=O (stereo not drawn)
-3 | 7 | 12 | 108 | -4 | -2 | 99 | 1 | -1 | Cc1ccc(C)c(-n2cc(CNCCCn3cccn3)c(-c3ccccc3)n2)c1
5 | 0 | -4 | 114 | -12 | -4 | 111 | 8 | -9 | O=C(O)c1ccc(CSc2nc3ccccc3c(=O)n2-c2ccccc2)cc1
-3 | 3 | 12 | 100 | 4 | -4 | 101 | -1 | -11 | O=C1CC(c2ccc(Cl)cc2)CC(O)=C1C=NCCO (stereo not drawn)
5 | 4 | 22 | 106 | 7 | -1 | 101 | -1 | -1 | COc1cc(C(=O)Nc2ccccc2C(=O)Nc2ccccn2)cc(OC)c1OC
0 | 3 | 19 | 103 | 3 | -3 | 105 | 7 | 0 | COc1ccccc1NC(=O)c1cccnc1
/ | 6 | -4 | 91 | 3 | -2 | 96 | -10 | -6 | CCCC(=O)n1nc(-c2cccnc2)nc1NCc1ccc(OC)cc1
2 | 2 | 17 | / | -1 | 0 | / | / | 0 | COc1cccc(C2=NOC(C(=O)N3CCN(Cc4ccccc4)CC3)C2)c1OC (stereo not drawn)
-3 | 4 | 3 | 110 | -15 | 5 | 105 | 11 | 12 | CNC(=S)N(CCCO)Cc1cc2cc3c(cc2[nH]c1=O)OCO3
2 | 0 | 0 | 95 | 8 | 6 | 96 | -2 | 7 | COc1ccc(C2CC(c3cccs3)n3nc(N)nc3N2)cc1 (stereo not drawn)
1 | -3 | 19 | 98 | 17 | -12 | 105 | -5 | 5 | CCN(CC)S(=O)(=O)c1cccc(NC(=O)c2ccccc2Br)c1
0 | 7 | 5 | 104 | -8 | -3 | 106 | 3 | -23 | Cc1onc(-c2c(F)cccc2Cl)c1C(=O)Nc1c(C)n(C)n(-c2ccccc2)c1=O
2 | -2 | -7 | 98 | 1 | 3 | 99 | -3 | 4 | Cc1cc(C(=O)N2CCCC(CCC(=O)N3CCN(c4ccccn4)CC3)C2)c(C)o1 (stereo not drawn)
-15 | 6 | 29 | 108 | -2 | -1 | 101 | 2 | 10 | CCN(CC)c1nc(N2CCN(C)CC2)nc2ccccc12
5 | 0 | / | 96 | / | -2 | 96 | -6 | / | O=C1CC(=C2c3ccccc3-c3ccccc32)C(=O)N1CCN1CCN(c2ccccc2)CC1
7 | -3 | 47 | 113 | -14 | -10 | 112 | 7 | 3 | COCCNC(=O)CCc1ccc(S(=O)(=O)Nc2ccc(C)cc2)cc1
0 | -2 | 1 | 96 | -10 | -7 | 96 | 0 | 13 | CC1(C(=O)NC2CCCCCCC2)CCC(=O)N1Cc1cccnc1 (stereo not drawn)
-1 | -3 | 7 | 98 | 5 | -11 | 101 | 4 | 3 | Cc1cc(NC(=O)COc2c(C)cccc2C)no1
-2 | 1 | 20 | 96 | 6 | 2 | 99 | 1 | 1 | COC(c1ccccc1)c1nnc(CCC(=O)N(C)Cc2cccc(-n3cccn3)c2)o1 (stereo not drawn)
4 | 0 | 12 | 109 | -22 | -1 | 102 | 8 | 18 | N#Cc1ccc(-c2ccc(OCC(O)CN3CCOCC3)cc2)cc1 (stereo not drawn)
-1 | -2 | 1 | 103 | -1 | -1 | 102 | 4 | 18 | Cc1snc(S(=O)(=O)/C(C#N)=N\Nc2ccccc2)c1C#N
-9 | -6 | -5 | 92 | -28 | 6 | 85 | -8 | 11 | Cc1cc(C)n2nc(SCC(=O)c3cc(C)n(-c4cc(C)on4)c3C)nc2n1
5 | -2 | 12 | 59 | -5 | 9 | 67 | -25 | 6 | Cc1nc(-c2ccc(C(=O)Nc3ccccc3F)cc2)cs1

Overlap with the part before: 7 entries, then new ones.
IDE cell inh | IDE act | NALP1 yeast inh | MEKK2wt PB1 HTS | pCIP destab | PfM18AAP inh | MEKK3 PB1 HTS | MEKK2mut PB1 HTS | UBC9 SUMO inh | Compound
0 | -2 | 1 | 96 | -10 | -7 | 96 | 0 | 13 | CC1(C(=O)NC2CCCCCCC2)CCC(=O)N1Cc1cccnc1 (stereo not drawn)
-1 | -3 | 7 | 98 | 5 | -11 | 101 | 4 | 3 | Cc1cc(NC(=O)COc2c(C)cccc2C)no1
-2 | 1 | 20 | 96 | 6 | 2 | 99 | 1 | 1 | COC(c1ccccc1)c1nnc(CCC(=O)N(C)Cc2cccc(-n3cccn3)c2)o1 (stereo not drawn)
4 | 0 | 12 | 109 | -22 | -1 | 102 | 8 | 18 | N#Cc1ccc(-c2ccc(OCC(O)CN3CCOCC3)cc2)cc1 (stereo not drawn)
-1 | -2 | 1 | 103 | -1 | -1 | 102 | 4 | 18 | Cc1snc(S(=O)(=O)/C(C#N)=N\Nc2ccccc2)c1C#N
-9 | -6 | -5 | 92 | -28 | 6 | 85 | -8 | 11 | Cc1cc(C)n2nc(SCC(=O)c3cc(C)n(-c4cc(C)on4)c3C)nc2n1
5 | -2 | 12 | 59 | -5 | 9 | 67 | -25 | 6 | Cc1nc(-c2ccc(C(=O)Nc3ccccc3F)cc2)cs1
2 | 4 | 33 | 89 | 4 | 1 | 87 | -4 | 12 | Cc1ccc2[nH]c(=O)c(CN(CC3CCCO3)C(=S)Nc3ccccc3)cc2c1 (stereo not drawn)
1 | 2 | 19 | 93 | -17 | 3 | 88 | -9 | 8 | CCOc1ccc(/C=C2/Sc3ccc(C(=O)N4CCOCC4)cc3N(C)C2=O)cc1OC
1 | 7 | -4 | 112 | -17 | -2 | 110 | 6 | -16 | CC1CCN(C(=O)c2cc(-c3ccc(Cl)c(Cl)c3)on2)CC1
2 | 0 | 10 | 101 | 1 | -5 | 95 | -8 | 7 | c1ccc(-n2c(-c3ccco3)nnc2-c2ccco2)cc1
3 | -12 | 1 | 108 | -10 | -9 | 111 | 10 | -1 | COC(=O)C(Cc1ccc(OC(=O)c2ccc(C(F)(F)F)cc2)cc1)N1Cc2ccccc2C1=O (stereo not drawn)
2 | -1 | 20 | 100 | -7 | -15 | 117 | 0 | -32 | Cc1ccccc1OCC(=O)OCC(=O)Nc1cc(C(F)(F)F)ccc1N1CCOCC1
3 | 2 | 18 | 101 | 0 | -6 | 115 | 2 | 4 | COC(=O)N/N=C(\C)c1ccc(OC(F)F)cc1
3 | 4 | 22 | 111 | 6 | -1 | 108 | 0 | -11 | COc1ccccc1NC(=S)N1CCc2cc(OC)c(OC)cc2C1
5 | 4 | -3 | 99 | -8 | 3 | 103 | -3 | 18 | O=C(O)c1ccc(-c2ccc(Cl)cc2Cl)o1
-1 | 7 | 7 | 109 | -12 | 8 | 108 | 7 | 17 | O=C(NCCn1cccc1)c1cccc2ccccc12
-4 | -1 | -1 | 106 | 4 | -2 | 102 | 3 | 12 | Cc1nc(NCCOc2ccccc2)sc1C(=O)Nc1ccccc1
-2 | 0 | 2 | 103 | -11 | 4 | 101 | -2 | -6 | Cc1ccc(C(=O)c2c[nH]c(C(=O)NCCCN3CCOCC3)c2)cc1
2 | -4 | 12 | 106 | -16 | -3 | 104 | 0 | -4 | O=C(Nc1cccc(Cl)c1)c1cnc[nH]1
1 | 5 | 13 | 111 | -7 | -5 | 99 | 5 | 16 | COc1ccc(S(=O)(=O)Nc2ccccc2C(=O)OC2CCCN(C)C2)cc1OC (stereo not drawn)
6 | 5 | -4 | 93 | -7 | -3 | 105 | 5 | 4 | CC(C)(C)c1cnnn1-c1ccc(C=O)cc1
